D1 ag – activates the human D1 dopamine receptor | P21728 | HEK293 T-REx D1 cells, calcium flux, agonist mode | activation, % at 2 µM | actives 1% (n = 360,000) | AID 504660; in the data active = activation above about 30%; also: 0% is about no effect
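Tetracycline-induced HEK293 TREx D1 cells, force-coupled to calcium signalling, were dye-loaded with a no-wash calcium kit. Compound was pin-added after a 10 s baseline. Fluorescence was read kinetically at 1 cycle/s for 180 s, with calcium rises flagged as agonism.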
D2 potentiator – D2 dopamine receptor (human) potentiation. P14416. HEK293 T-REx D2, calcium flux, EC20 dopamine potentiation. potentiation, % at 10 µM. actives 0.34% (n = 340,000). AID 485347;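 active = potentiation over 3 SD above the plate norm, cut at about 30% in these data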; also: 0% is about no effect
Target sequence (P14416 whole entry, looked up): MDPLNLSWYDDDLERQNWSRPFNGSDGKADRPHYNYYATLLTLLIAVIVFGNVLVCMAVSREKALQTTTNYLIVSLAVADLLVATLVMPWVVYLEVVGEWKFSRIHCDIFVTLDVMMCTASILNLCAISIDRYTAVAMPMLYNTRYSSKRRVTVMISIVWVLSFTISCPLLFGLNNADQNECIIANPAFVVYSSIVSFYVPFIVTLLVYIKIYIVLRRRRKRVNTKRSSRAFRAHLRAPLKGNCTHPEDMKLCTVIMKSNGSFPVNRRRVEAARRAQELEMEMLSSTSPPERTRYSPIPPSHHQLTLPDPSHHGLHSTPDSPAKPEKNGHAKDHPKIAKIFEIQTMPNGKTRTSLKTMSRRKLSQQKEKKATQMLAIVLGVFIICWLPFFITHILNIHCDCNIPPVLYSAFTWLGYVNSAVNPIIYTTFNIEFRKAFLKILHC
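Potentiation of an EC20 dopamine calcium response is measured in a force-coupled, tetracycline-inducible Hek293 Trex D2 line. Compound-only kinetic reads over 180 s flag agonists before dopamine addition.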
D1 potentiator – human D1 dopamine receptor positive modulation | P21728 | HEK293 TREx D1 cells, calcium flux, dopamine EC20 potentiation | potentiation, % at 10 µM | actives 0.036% (n = 360,000) | AID 504651; in the data active = potentiation above about 30%; also: 0% is about no effect
TRHR enhancer – allosterically enhances the human TRH receptor | TRHR cells, fluo-8 calcium fluorescence, EC20 TRH enhancement | enhancement, % at 2 µM | actives 0.66% (n = 360,000); in the data active = enhancement above about 30%; also: 0% is about no effect
Target sequence (P34981 whole entry, looked up): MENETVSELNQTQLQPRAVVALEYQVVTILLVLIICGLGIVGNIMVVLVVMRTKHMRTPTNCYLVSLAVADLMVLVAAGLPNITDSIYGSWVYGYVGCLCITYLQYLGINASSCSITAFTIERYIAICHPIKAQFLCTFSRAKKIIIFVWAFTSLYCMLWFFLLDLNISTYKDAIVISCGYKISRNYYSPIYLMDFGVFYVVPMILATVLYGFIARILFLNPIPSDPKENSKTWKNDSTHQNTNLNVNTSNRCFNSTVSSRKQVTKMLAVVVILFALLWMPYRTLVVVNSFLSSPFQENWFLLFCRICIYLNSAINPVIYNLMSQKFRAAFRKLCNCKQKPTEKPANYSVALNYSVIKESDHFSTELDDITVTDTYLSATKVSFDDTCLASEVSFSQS
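Enhancer read-out: after compound pinning and an initial kinetic agonist-mode read, an EC20 of TRH (10 nM final) was injected and fluo-8 calcium signal (Ex 480/Em 530) followed at 1 s/cycle for 100 cycles in TRHR-expressing cells.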
D1 antagonist – antagonists of human D1 dopamine receptor; actives 3.2% (n = 360,000); HEK293 TREx D1 cells, calcium flux, dopamine EC80; hits give low values; activity change, negative = inhibition, % at 10 µM; AID 504652; P21728; in the data active = activity change below about -30%; also: % is scaled to controls: 0 for no effect and ±100 for the full control effect
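Kinetic fluorescence of a calcium dye serves as the read-out. D1-expressing Hek293 Trex cells, induced overnight at 30 C, are exposed to compound for 180 s before an EC80 dopamine addition, then read 180 s further.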
Apoferritin bind – candidate novel general anesthetic via apoferritin binding; Potency, µM (doses to about 77.5 µM), inactives show at the top dose activity change, negative = displacement, most hits filed as inhibitors; apoferritin/1-aminoanthracene competitive binding, fluorescence; actives 0.074% (n = 350,000); also: potency is read from the fitted curve at half-maximal effect; % is scaled to controls: 0 for no effect and ±100 for the full control effect; nearly all actives have a fitted effect of over 20% in size
Target sequence (P02791 2-175 limits assumed): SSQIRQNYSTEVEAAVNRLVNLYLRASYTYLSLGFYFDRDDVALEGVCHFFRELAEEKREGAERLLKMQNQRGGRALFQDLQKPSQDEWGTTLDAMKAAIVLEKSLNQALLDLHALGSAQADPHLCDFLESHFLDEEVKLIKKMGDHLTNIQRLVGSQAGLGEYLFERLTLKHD
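10 uM apoferritin + 50% sat. 1-AMA, PBS; cpd 10 min RT; Ex380/Em535 endpoint; normalized to free probe vs complex; 4-param Hill fit; propofol titration as pos. ctrl.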
RXFP1 antagonist – blocks the human relaxin receptor RXFP1; HEK293-RXFP1, relaxin-stimulated cAMP HTRF, 30 min; hits give low values; Q9HBX9; activity change, negative = inhibition, % at 57.5 µM; actives 0.59% (n = 350,000);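 active = activity change of -60% or lower, but not beyond a set lower limit; inconclusive = change between -60% and -40%, or beyond the set limit; inactive = change above -40%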; also: % is scaled to controls: 0 for no effect and ±100 for the full control effect
RXFP1 agonist – RXFP1 (human) receptor agonism; Q9HBX9; HEK293T-RXFP1 cAMP TR-FRET, 30 min; response scale: percent of porcine relaxin response, buffer zero; Potency, µM (top dose mostly 57.5 µM), for the others: top-dose activation, actives largely listed as activators; actives 0.3% (n = 370,000); AID 2676; also: potency is read from the fitted curve at half-maximal effect; % is scaled to controls: 0 for no effect and ±100 for the full control effect; nearly all actives have a fitted effect of over 60% in size; many of its hits are not listed in these tables
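HEK293T cells stably expressing RXFP1 were pretreated with the PDE4 inhibitor Ro 20174, exposed to compounds for 30 min at 37C, lysed, and cAMP was read by TR-FRET. Data normalized to buffer (basal) and 29 nM porcine relaxin (100%).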
TRHR agonist – TRH receptor (human) agonism; P34981; TRHR cells, calcium flux fluo-8, FDSS agonist mode; activation, % at 2 µM; actives 0.18% (n = 360,000); AID 493084; in the data active = activation above about 30%; also: 0% is about no effect
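Read-out: compound-evoked intracellular calcium rise in TRHR cells, fluo-8 dye, kinetic FDSS fluorescence at 1 s/cycle following a 10-cycle baseline. Cells cultured overnight before dye loading (30 min–1.5 h, RT).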
Numbers without * were called inactive; ? = inconclusive; . = not tested or not shown; & = joins results of further samples; [ ] = another dose, or the depositor's remark. Unless noted, calls follow the shape of the dose curve; as a rule, active = well fitted curve in the direction sought with a large enough effect; inconclusive = small, poorly fitted or top-dose-only effect, or another doubt; inactive = no such curve, though single readings can be large; an effect the other way counts as inactive or inconclusive. A portion of the library (hit frequency here may not be typical).

SMILES	D1 ag	D2 potentiator	D1 potentiator	TRHR enhancer	D1 antagonist	Apoferritin bind	RXFP1 antagonist	RXFP1 agonist	TRHR agonist
CCCC(=O)N(c1ccc(OCC)cc1)C1C=CS(=O)(=O)C1 (centres undefined)	1	-5	-1	-1	-4	-7%	-13	3.1%	0.0
Cc1noc(/C=C/N(C)C)c1S(=O)(=O)N1CCCC(C(=O)NCc2ccccc2Cl)C1 (centres undefined)	2	6	-4	-2	-51*	-1%	1	1.1%	-0.1
COc1cccc(/C=N/NC(=O)CCC(=O)Nc2ccc(Br)cc2)c1	5	-6	-6	2	1	-2%	0	0.2%	2.3
Cc1nnc(SCC(=O)c2ccc([N+](=O)[O-])cc2)s1	3	2	-1	0	-5	-16%	5	0.5%	0.9
CN1/C(=C\C(=O)C(F)F)C(C)(C)c2ccccc21	5	-4	-14	1	-8	-7%	-4	2.6%	-1.9
COc1ccc(CNC(=O)COc2ccc(S(=O)(=O)N3CCCCC3)cc2)cc1	6	-8	-2	1	-6	?	-13	1.5%	-1.1
CCCOc1ccc(Oc2nc(NCC(C)C)nc(N3CCOCC3)n2)nn1	0	-5	-1	0	16	-13%	-31	-0.5%	-0.2
CCCCNS(=O)(=O)c1ccc2nc(SCC(N)=O)[nH]c2c1	3	-9	11	12	20	-7%	7	6.5%	-0.5
CCOc1ccccc1/C=C/c1onc(C)c1S(=O)(=O)N1CCC(C(=O)N(CC)CC)CC1	6&-1	-24&-15	-1&-5	-3&0	-9&-2	-24%&-3%	8&-18	0.3%&-8.7%	1.9&-0.8
C/C(=N\NC(=O)c1ccc(Cn2cc([N+](=O)[O-])cn2)o1)c1cccc(NC(=O)C(C)C)c1	6	12	0	1	6	-2%	-2	-0.2%	0.8
Cc1cccc(N2CC(O)=C(c3nc4ccccc4n3C)C2=N)c1	3	19	-7	11	-3	-3%	4	0.8%	-0.6
Cc1ccc(-c2nc3c(c(SCC(=O)N(C)c4ccccc4)n2)Cc2c(CO)cnc(C)c2O3)cc1	1	0	-7	1	-11	?	-19	0.5%	0.8
COc1ccccc1-c1sc2ccccc2c1-c1ccccc1OC	0	12	-4	-9	.	.	.	4.4%	-0.2
CN(C)CCCNCCCNC(=O)c1ccco1	2	6	-8	1	-1	-1%	-4&9	1.8%	0.7
CC(=O)N1CCc2cc(S(=O)(=O)NCCCOC(C)C)ccc21	6	-4	1	12	-29	-6%	5	-0.6%	0.1
NNC(=O)Cn1c(-c2ccccn2)nc2ccccc21	1	27	0	21	3	5%	-2	1.0%	0.8
CCCN1CCN(S(=O)(=O)c2cc3c(cc2C)NC(=O)CO3)CC1	3	-6	-1	-2	-11	-9%	0	1.3%	0.0
COc1ccc(-c2nc(C)c(CCNS(=O)(=O)c3cc(C)c(C)cc3C)s2)cc1	0	3	0	0	-20	81%[activator]	.	0.0%	0.5
c1ccc(-c2cc3c(nn2)CCc2nonc2-3)cc1	1	.	-1	-5	-10	0%	-16	2.4%	-0.4
CC(=O)c1sc(NC(=O)c2ccc(F)c(S(=O)(=O)N3CCOCC3)c2)nc1C	2	7	.	-2	10	.	8	1.0%	-0.1
CCCn1c(NC(=O)c2ccccc2)nc2ccccc21	1	-4	-4	0	-1	2%	.	-2.1%	0.3
Cc1ccc(-c2nnc(SCC(=O)NNC(=O)COc3cccc4ccccc34)n2C)cc1	3	-12	-4	-1	6	-9%	.	0.2%	-0.1
CC1(C)Cc2c(c(=S)nc(-c3ccccc3)n2CCCN2CCOCC2)CO1	0	3	5	2	13	-3%	-19	-1.5%	1.0
CN(Cc1nc(-c2ccccn2)no1)S(=O)(=O)c1ccc(Br)cc1	3	-8	1	1	2	-6%	-1	2.6%	-1.4
O=C(O)C1CCN(C(=O)c2cc(F)cc3c2OCOC3)CC1	2	-1	0	9	2	-2%	-3	1.4%	-0.1
Cc1ccc(CN(Cc2ccco2)C(=O)COc2cc(C)c(Cl)c(C)c2)cc1	25	-22	-3	-24	-21	59%[activator]	.	-0.4%	3.6
O=C(NCC(O)CN1CCOCC1)c1ccc([N+](=O)[O-])cc1 (centres undefined)	1	-8	-5	3	.	-3%	-5	1.0%	0.5
Cc1ccc(C)c(Oc2c(C(F)(F)F)oc3c(CN4CCN(C)CC4)c(O)ccc3c2=O)c1	3	-3	2	0	8	42%[activator]	-8	1.6%	1.2
CCCCNC(=O)NC1CCCC1	-2	-1	-6	7	-4	-9%	28	1.6%	-1.0
COc1ccccc1/C=C1\SC(N2CCC(C)CC2)=NC1=O	0	-13	-3	-7	-5	-7%	-6	0.1%	-1.1
COc1ccc(C(=O)N=S2CCN(C(=O)c3ccc(Cl)cc3)CC2)cc1	-1	5	-4	22	2	-13%	7	0.1%	-0.3
CCn1c(C)c(P(=O)(N2CCOCC2)N2CCOCC2)c2ccccc21	2	-3	3	-1	18	-4%	0	3.5%	0.2
Cc1c(NC(=O)CCCN2C(=O)c3cccc4cccc(c34)C2=O)c(=O)n(-c2ccccc2)n1C	1	-2	-8	-1	4	-11%	-6	9.7%	0.3
CCOC(=O)c1c(C)[nH]c(C)c1S(=O)(=O)N1CCCC(C(=O)N2CCN(c3ccccc3)CC2)C1 (centres undefined)	2	-3	-3	0	8	-1%	-7	0.2%	-0.7
CCCN1C(=O)/C(=c2\sc3nc(=O)c(Cc4ccc(C)cc4)nn3c2=O)c2ccccc21	1	.	4	2	-3	-14%	2	-0.6%	0.1
CCOC(=O)N1CCN(CC(=O)Nc2ccc(F)cc2F)CC1	4	9	0	4	5	-5%	-4	0.6%	0.2
O=C(Nc1cccnc1)C1CCN(S(=O)(=O)c2cccc3nonc23)CC1	3	-20	-9	1	-19	-6%	-16	1.8%	1.3
COc1ccc(C(=O)N[C@H]2COC(C)(C)O[C@H]2c2ccccc2)cc1	2	11	3	2	1	-3%	2	0.9%	-0.1
Cc1nnc2n1N=C(c1ccc(F)cc1F)CS2	-1	18	10	3	28	.	-5	-2.0%	0.1
COc1ccc(C(C)=O)cc1COC(=O)c1ccc2c(c1)OCO2	6	5	-8	2	1	-18%	-1	15%	-0.4
CCCn1c(N)c(C(=O)CSc2ncc(C(F)(F)F)cc2Cl)c(=O)[nH]c1=O	0	17	-2	3	-1	-9%	2	-0.4%	-1.3
COc1ccc(/C=C/C(=O)OCc2csc(-c3ccccc3)n2)cc1OC	7	5	-12	-2	-1	-10%	-5	4.7%	0.3
COCc1cc(CNC(=O)C2CCC(=O)N(Cc3ccccc3OC)C2)[nH]n1 (centres undefined)	6	-1	-2	-1	16	-4%	4	0.0%	0.4
COCC(=O)N1CCC(n2nnc3cc(C(F)(F)F)ccc32)CC1	2	-14	2	-4	15	-3%	-3	2.8%	0.5
C1CN=C(NC23CC4CC(CC(C4)C2)C3)C1	1	3	-2	-1	-4	-2%	-12	1.7%	0.3
COc1ccc2c(C)cc(SCC(=O)Nc3nsc(-c4ccc(C)cc4)n3)nc2c1	-1	0	0	3	22	-6%	-5	4.0%	-0.1
COCCNC(=S)N/N=C/c1ccccc1C(=O)O	1	-5	4	6	-4	-12%	7	-1.2%	0.5
CCc1c(C)sc(NC(=O)c2ccc(Br)o2)c1C(=O)OC	33*	3	7	-3	5	5%	-15	4.4%	2.9
Cc1cccc(NC(=O)C2C3C=CC(C4CC34)C2C(=O)O)c1 (centres undefined)	3	.	0	6	-3	?	11	0.5%	-0.2
COCCN1C(=O)C(CC(=O)Nc2ccc(C(=O)O)cc2)SC1=Nc1ccccc1 (centres undefined)	4	4	8	-3	0	0%	.	0.1%	0.2
CCOc1ccccc1-n1c(=S)sc2c(=O)n(-c3ccc(C)cc3)c(=S)[nH]c21	4	-7	0	8	-10	-2%	-7	0.2%	1.5
CCCc1ccc2oc(C(=O)N3CCN(CCC(N)=O)CC3)c(C)c2c1	-3	12	-5	4	-8	-1%	4	-2.5%	0.2
COc1ccc(NC(=O)CC2(CC(=O)O)CCCC2)cc1	1	3	11	-10	18	-4%	-3	-4.4%	0.2
CCC(C)c1ccc(OCC(=O)O)cc1 (centres undefined)	5	4	8	2	-4	4%	-16	-0.5%	0.4
N#Cc1ccccc1COC(=O)c1ccc2c(c1)OCCO2	4	-4	-1	-11	-11	.	-15	3.2%	0.5
COc1ccc(OC)c(-c2cc(C(=O)NC3CCCC3)c3ccccc3n2)c1	1	9	5	1	2	-11%	-19	0.8%	-0.5
CCN(CC(=O)Nc1ccccc1C(F)(F)F)C(=O)c1cc2c(s1)CCCCC2	1	-2	-5	-5	-7	.	-6	1.8%	-0.9
COc1ccc(NC(=O)CN(C)C(=O)CSc2nc3ccccc3s2)cc1	2	1	0	13	-19	.	20	1.7%	-1.0
C/C(=N\NC(N)=O)c1cc(Cl)cc(Cl)c1O	1	-26	-8	12	2	-1%	-14	2.1%	0.7
CCCCn1cnc2c(sc3nc4c(cc32)CSC(C)(C)C4)c1=O	-1	10	-5	-2	12	8%	.	1.3%	0.0

2 entries from above, with each value named.
> COCCNC(=S)N/N=C/c1ccccc1C(=O)O
  D1 ag: 1	D2 potentiator: -5	D1 potentiator: 4	TRHR enhancer: 6	D1 antagonist: -4	Apoferritin bind: -12%	RXFP1 antagonist: 7	RXFP1 agonist: -1.2%	TRHR agonist: 0.5
> CCc1c(C)sc(NC(=O)c2ccc(Br)o2)c1C(=O)OC
  D1 ag: 33*	D2 potentiator: 3	D1 potentiator: 7	TRHR enhancer: -3	D1 antagonist: 5	Apoferritin bind: 5%	RXFP1 antagonist: -15	RXFP1 agonist: 4.4%	TRHR agonist: 2.9

Remaining list, next part
SMILES	D1 ag	D2 potentiator	D1 potentiator	TRHR enhancer	D1 antagonist	Apoferritin bind	RXFP1 antagonist	RXFP1 agonist	TRHR agonist
CCOc1cc(Cl)c(CNCCCN2CCOCC2)cc1OC	1	-3	0	5	15	-2%	-8	-5.1%	0.6
Cc1ccsc1C1NC(=O)c2c(sc3c2CCN(C)C3)N1 (centres undefined)	12	-11	-3	-2	5	41%[activator]	10	0.4%	7.9
CS(=O)CCC(NS(=O)(=O)c1ccccc1)C(=O)O (centres undefined)	2	0	-1	-2	-11	3%	-21	0.4%	0.0
Cc1cccc(C(=O)Nc2sc3c(c2C(=O)Nc2ccccc2)CCC3)c1	-1	2	3	-2	4	-3%	-13	1.7%	-1.6
